High-throughput results: PubChem BioAssay, National Center for Advancing Translational Sciences (NCATS)
KDM5B inhibitor: blocks human KDM5B histone demethylase activity | Q9UGL1 | Potency, µM (top dose mostly 57.7 µM), without a hit: at the top dose activity change, negative = inhibition, actives largely listed as inhibitors | hit rate 2.6% among 220,000 | KDM5B demethylase, FDH-coupled NADH fluorescence (FDH is formaldehyde dehydrogenase); active means well fitted inhibition curve with a large enough effect; inconclusive means small, poorly fitted or top-dose-only effect; inactive means no such curve, though single readings can be large or run the other way; further: 0% is about no effect; nearly all actives have a fitted effect of over 70% in size
Target sequence (Q9UGL1 whole entry, looked up): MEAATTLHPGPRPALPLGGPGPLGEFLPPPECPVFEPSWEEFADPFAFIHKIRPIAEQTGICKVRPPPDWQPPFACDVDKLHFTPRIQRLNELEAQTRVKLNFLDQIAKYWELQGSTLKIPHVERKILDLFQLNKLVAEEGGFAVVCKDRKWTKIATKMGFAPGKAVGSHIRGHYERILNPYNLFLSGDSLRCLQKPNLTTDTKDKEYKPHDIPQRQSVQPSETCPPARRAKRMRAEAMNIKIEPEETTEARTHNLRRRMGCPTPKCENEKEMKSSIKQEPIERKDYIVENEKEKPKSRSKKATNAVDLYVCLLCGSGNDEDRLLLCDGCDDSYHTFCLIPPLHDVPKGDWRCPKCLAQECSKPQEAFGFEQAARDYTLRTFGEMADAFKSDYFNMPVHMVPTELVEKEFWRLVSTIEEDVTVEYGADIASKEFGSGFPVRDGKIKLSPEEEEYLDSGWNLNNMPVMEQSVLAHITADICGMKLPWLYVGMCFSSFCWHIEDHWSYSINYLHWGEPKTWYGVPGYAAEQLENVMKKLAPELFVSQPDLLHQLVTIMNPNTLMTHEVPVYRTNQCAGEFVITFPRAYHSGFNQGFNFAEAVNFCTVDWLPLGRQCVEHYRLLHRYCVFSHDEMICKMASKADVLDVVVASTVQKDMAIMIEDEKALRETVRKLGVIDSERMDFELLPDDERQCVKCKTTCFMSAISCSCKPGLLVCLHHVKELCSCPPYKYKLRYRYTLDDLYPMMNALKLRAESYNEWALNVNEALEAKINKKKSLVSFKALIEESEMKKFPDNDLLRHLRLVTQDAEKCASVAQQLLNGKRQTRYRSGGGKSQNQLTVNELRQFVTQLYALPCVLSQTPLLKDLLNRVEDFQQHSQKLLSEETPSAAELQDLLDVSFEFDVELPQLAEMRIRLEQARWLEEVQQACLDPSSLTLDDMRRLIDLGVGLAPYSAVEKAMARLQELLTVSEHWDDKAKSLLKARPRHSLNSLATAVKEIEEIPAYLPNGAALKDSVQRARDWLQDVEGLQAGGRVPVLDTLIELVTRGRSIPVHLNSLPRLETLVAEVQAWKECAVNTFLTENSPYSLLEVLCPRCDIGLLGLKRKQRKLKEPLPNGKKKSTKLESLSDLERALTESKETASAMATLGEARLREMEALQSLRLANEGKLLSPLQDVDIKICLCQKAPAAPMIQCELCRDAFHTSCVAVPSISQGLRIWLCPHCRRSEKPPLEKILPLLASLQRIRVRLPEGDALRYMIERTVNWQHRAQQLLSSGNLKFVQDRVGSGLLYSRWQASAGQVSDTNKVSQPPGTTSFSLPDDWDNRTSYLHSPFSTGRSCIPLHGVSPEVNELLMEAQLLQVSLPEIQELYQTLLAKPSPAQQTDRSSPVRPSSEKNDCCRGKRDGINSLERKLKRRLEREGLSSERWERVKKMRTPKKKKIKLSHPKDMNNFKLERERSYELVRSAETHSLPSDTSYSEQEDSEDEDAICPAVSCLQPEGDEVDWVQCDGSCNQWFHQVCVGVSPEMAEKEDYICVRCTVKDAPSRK
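Here, H3K4me3 peptide (12.5 µM in substrate mix) is demethylated by KDM5BΔAP, 200 nM final, after 10 min compound exposure. Formaldehyde product is coupled through FDH (0.25 U/mL in mix) to NADH fluorescence; 30-min ΔRFU feeds dose-response curves.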
Numbers without * were called inactive; ? = inconclusive; & = joins results of further samples; [ ] = dose if it differs, or a comment. Potency means the concentration at half of the fitted maximal effect.

SMILES | KDM5B inhibitor
COc1ccc(CCNC(C(=O)Nc2cc(C)cc(C)c2)c2ccccc2)cc1 (stereo unspecified) | ?
CN1CCCN(C(=O)c2ccc(F)cc2)c2ccccc21 | -17.0%
COc1ccc(/C=C2/SC(=O)N(CCNC(=O)CC(NC(C)=O)c3ccccc3)C2=O)cc1 (stereo unspecified) | 8.4%
CCCc1cc(N2CCC(N3CC(Oc4ccccc4F)C3)CC2)nc(C)n1 | -24.2%
CN1CCC2(CC1)CN(C(=O)Cn1c(=O)oc3ccccc31)Cc1ccccc1O2 | -0.3%
CC(C)CCn1c(=O)c2c(nc3n2CCCN3Cc2ccccc2)n(C)c1=O | 10.2%
COc1ccc(OC)c(NC(=O)C2CC(=O)N(c3n[nH]c4cccc(F)c34)C2)c1 (stereo unspecified) | 31.6µM*
Cc1noc(-c2cccn3c(CNC(=O)c4ccc5ccccc5n4)nnc23)n1 | ?
O=C(OCC(=O)N1CCNC1=O)c1cc2c(F)cccc2s1 | ?
COc1ccc(CC(=O)NCCN2CCOCC2)cc1 | 8.6%
COc1ccc2nc(SCC(=O)NC3CC3)c(C#N)cc2c1 | -18.7%
CCc1nncn1C1CCN(S(=O)(=O)c2cc(Cl)ccc2OC)CC1 | 5.9%
N#Cc1ccccc1OCC(=O)NC(=O)NCc1ccccc1 | -12.3%
Cc1ccc(-c2nc(-c3nc(-c4cccs4)cs3)sc2C)cc1 | 2.1%
Cc1cccc(NC(=O)CN2C(=O)NC(c3ccccc3Cl)C3=C2COC3=O)c1C (stereo unspecified) | 11.4%
CC(Sc1nnc(COc2ccc(Cl)cc2)n1Cc1ccco1)C(=O)N1CCNC1=O (stereo unspecified) | ?
O=C(NC1CCCC1)c1ccc2c(=O)n(Cc3ccccc3)c(SCc3ccccc3F)nc2c1 | -21.9%
COc1ccc(-c2nc(C(C)C)nc3c2CN([S+](=O)([O-])c2cccc(C(F)(F)F)c2)CC3)cc1 | -8.7%
O=S(=O)(Cc1csc(-c2ccccc2)n1)Cc1ccccc1F | 2.4%
COc1ccc2cc3cc(C(=O)N4CCN(c5cccc(C(F)(F)F)c5)CC4)sc3nc2c1 | -0.3%
CCC(C(=O)NCCn1ccn2nc(-c3cccc(OC)c3)cc2c1=O)c1ccccc1 (stereo unspecified) | -7.4%
COc1cc(/C=C/c2nc3ccccc3s2)cc(OC)c1 | ?
Cc1cc(F)ccc1S(=O)(=O)N(Cc1nccn1C)C1CC1 | 24.5%
Clc1ccc(-c2nc(NCc3ccc4c(c3)OCO4)c3ccccc3n2)cc1 | ?
CC(CNC(=O)c1ccc2c(c1)nc1n2CCOC1)c1ccccc1 (stereo unspecified) | -3.0%
COc1ccc(NC(=O)CSc2nc3c(c(=O)n2C)SCC3)cc1OC | 7.3%
Cc1cc2nc3n(c(=O)c2n1CC(=O)NC(C)CCc1ccccc1)CCCC3 (stereo unspecified) | 10.4%
CCc1ccc(CNC(=O)C2(CC)CCCCC(=O)N2)cc1 (stereo unspecified) | -24.2%
Cn1ncc(N2CCC(CNC(=O)c3cccc4ncccc34)C2)cc1=O (stereo unspecified) | -21.2%
COc1ccccc1CNc1nc(-c2ccco2)nn1S(C)(=O)=O | ?
CCc1ncc(C(=O)Nc2nn(CC(F)(F)F)c3cc(OC(C)C)ccc23)cn1 | 35.1%[activator]
CCSC(SCC)C(O)C(O)C(O)CO (stereo unspecified) | 4.9%
COCCCNC(=O)c1c(OCC(C)C)cc(=O)n2c1CCCCC2 | 11.2%
O=C(Nc1ccc(Br)cc1Cl)c1cc(=O)c2ccccc2o1 | 7.9%
COc1ccc(C(=O)N[C@@H]2CN(c3ccncn3)C[C@H]2CO)cc1 | -19.7%
CCOc1ccc(CN(C(=O)c2cc(=O)c3cc(C)cc(C)c3o2)C2CCS(=O)(=O)C2)cc1 (stereo unspecified) | -15.1%
COCCn1c(N2CCC(C(N)=O)CC2)nc2c1c(=O)n(C)c(=O)n2C | 16.5%
COc1cccc(CN2Cc3nc(-c4cncnc4)ccc3OCC2=O)c1 | -21.7%[86.2 µM]
CC(C)C(=O)N1CCCCCCNC(=O)[C@@H]2C[C@@H](C(=O)N3CCN(c4ccccn4)CC3)C[C@@H]21 | 25.1µM*
Cc1ccc(NC(=O)Nc2nnc(N3CCCCC3)s2)c(C)c1 | -1.6%
C=CCC1(O)CCN(C)CC1C (stereo unspecified) | -3.6%
CC(C)=CC(=O)Nc1ccccc1Cc1ccccc1 | 5.7%
Cc1coc2c1c(C)cc1oc(=O)cc(C)c12 | 1.2%
Cn1cccc1C(=O)N1CCCCCNC(=O)[C@H]2C[C@H](C(=O)N3CCc4ccccc4C3)C[C@H]21 | -25.0%
Nc1nc(Nc2cccc(F)c2)nc(NCCO)c1[N+](=O)[O-] | 8.1%
CN(Cc1ccccc1)C(=O)CCS(=O)(=O)c1ccc2c(c1)oc(=O)n2C | -17.6%
CS(=O)(=O)N1CCOc2ccc(CCC(=O)NCCc3cccnc3)cc2C1 | 4.7%
CC(C)CC(=O)N1[C@@H]2CC[C@H]1CC(NC(=O)c1ccc(F)cc1)C2 (stereo partly specified) | -13.8%
CCOc1ccc2oc(C(=O)OCC(=O)c3cccs3)c(C)c2c1 | 2.5%
CCNC(=O)N1CCCC(Cc2nc(C3CCOCC3)no2)C1 (stereo unspecified) | -34.0%
CCCNC(=O)Cn1nc(-c2ccc(F)cc2)c2cnc3ccc(F)cc3c21 | -13.4%
COc1cc(CN2CCCC23Cc2ccccc2CNC3=O)ccc1F (stereo unspecified) | 15.2%[115 µM]
COc1ccc(CNC(=O)c2ccc3nc(Cc4ccccc4F)oc3c2)c(OC)c1 | -4.5%
CCOc1cc(C(=O)N2CCn3c4c(c5cc(C)ccc53)CCCC42)cc(OCC)c1OCC (stereo unspecified) | -4.2%
COc1ccccc1NC(=O)C1=C(C)Nc2nc(SCc3ccccc3Cl)nn2C1c1cccnc1 (stereo unspecified) | -16.2%
O=C(Cn1c(=O)n(Cc2ccccc2)c(=O)c2sc3ccccc3c21)Nc1ccccc1 | 3.8%
CN1C(=O)c2cccn2CC1CNC(=O)c1cn[nH]c1-c1ccc(F)cc1 (stereo unspecified) | -13.8%
COc1ccc(Oc2cccc(Cl)c2CNC(=O)CC(C)(C)CC(=O)O)cc1 | -4.4%
CCN(CC)CCCNC(=O)c1ccc2c(c1)NC(=O)C(CS(=O)(=O)Cc1ccc(F)cc1Cl)N2 (stereo unspecified) | ?
CNc1nc(-c2ccc(NC(C)=O)cc2F)cs1 | -14.8%

More entries follow.
SMILES | KDM5B inhibitor
COc1ccccc1-n1nc(CC(N)=O)nc1Cn1cc(Cl)c(C)n1 | 19.7%
CC(C)CCNC(=O)CSc1nc2ccccc2nc1Cc1ccccc1 | -5.9%
Cc1nc(-c2ccccc2)n(Cc2nc(-c3ccccc3)oc2C)c(=O)c1CCO | -24.2%
O=C(Nc1cccc(Cl)c1)c1nnc(SCC(=O)N2CCN(c3ccc(F)cc3)CC2)s1 | 17.1%
N#Cc1cccc(C(=O)NCCc2cccs2)c1 | 26.1%
O=C(CSc1ncnc2sc3c(c12)CCC3)Nc1ccc(Cl)cn1 | 1.8%
CN(C)S(=O)(=O)N1CCN(C(=O)Cc2cccc(F)c2)CC1 | 12.1%
O=C(NC1CCCC1)c1cnn(-c2ccc(F)cc2F)c1C1CCNCC1 | -24.1%
OC1CCOC2(CCN(Cc3cccc4[nH]ccc34)CC2)C1 (stereo unspecified) | ?
CCC(=O)Nc1ccc2c(c1)ncn2CCc1ccccc1 | 30.4%
CCN(CC)c1ccc(N=CN2CCOCC2)cc1 | -2.0%
COc1ccc2c(c1)c(CN1CCC3(CC1)CC(C(=O)N1CCOCC1)N(C)C3)cn2C (stereo unspecified) | ?
CCN1c2cc(C(N)=O)ccc2C(=O)N2CCCCC21 (stereo unspecified) | ?
Cc1ccc(C(NC(=O)N2CCN(C)CC2)C(Cl)(Cl)Cl)cc1F (stereo unspecified) | -10.1%
Cc1ccc(S(=O)(=O)c2nnn3c2nc(NC(C)c2ccccc2)c2sccc23)cc1 (stereo unspecified) | -16.4%
O=C(CCn1c2c(c3ccccc31)CCCC2)N1CCc2nc3cc[nH]n3c(=O)c2C1 | -45.6%
CC(C)N1CCN(C(=O)C2N(C(C)C)C(=O)C23CCCC3)CC1 (stereo unspecified) | -9.1%
CN1C(=O)Cc2ccccc2C1C(=O)NCc1ccccc1 (stereo unspecified) | 17.3%
COC(=O)c1cc(NC(=O)c2cc3c(-c4ccccc4F)nn(C)c3s2)cc(C(=O)OC)c1 | -15.3%
COCc1nc(C2CCCN(C(=O)Nc3cc(C)cc(C)c3)C2)no1 (stereo unspecified) | ?
CCCN(Cc1nccn1C)C(=O)c1cn(Cc2ccc(F)cc2)nn1 | 13.4%
CCCc1cc(=O)oc2c(C)c(OCC(=O)c3ccc(OC)cc3)ccc12 | 18.8%
CCc1ccc(CN2C[C@@H]3C(=O)N(CCN4CCc5ccccc5C4)C(=O)[C@@H]3C2)cc1 | ?
COc1ccc(CN2CCCCCNC(=O)CC2c2ccccc2)cc1Cn1ccnc1 (stereo unspecified) | -19.0%
CCCc1nnc(NC(=O)CSc2nnc3c4ccccc4n(CC)c3n2)s1 | ?
CCc1ccc(NCc2cc3ccc(OC)cc3n(CC(=O)Nc3cccc(Cl)c3C)c2=O)cc1 | ?
O=C(Cn1nc2c(cc1=O)CCCC2)NCCN1CCOCC1 | 1.7%
Cc1cc2ccccc2n1CC(=O)NCc1ccc(C(N)=O)cc1 | 11.9%
Cc1ccc(C)c(N2CCN(C(=O)Cn3cnc4sc(C)c(S(=O)(=O)N5CCN(c6ncccn6)CC5)c4c3=O)CC2)c1 | -18.9%
COc1ccccc1OCCCCCCN1CCN(C)CC1 | ?
COC(=O)c1ccc(/C=C2\Oc3ccccc3NC2=O)cc1 | ?
COc1ccc2c(c1)CC(C(=O)Nc1cc(Cl)ccc1C)CO2 (stereo unspecified) | -19.9%
CCn1cc(S(=O)(=O)NCCc2ncc(C)n2C2CCC2)cn1 | -27.9%
C=Cc1ccc(Cn2c(C(=O)O)c(CNCCc3ccco3)c3ccc(C)cc32)cc1 | ?
O=C(N/N=C/c1c[nH]c2ccccc12)c1cccc(Cl)c1 | -0.9%
Cc1c(-c2ccc(Br)cc2)c(=O)oc2ccc(OC(=O)N3CCOCC3)cc12 | ?
O=C(Cn1nc2c(cc1=O)CCCCC2)NC1CCN(Cc2ccc(F)cc2)CC1 | -6.8%
COc1ccc(-c2c(C)nn3c4c(cnc23)C(=O)CC(c2ccccc2)C4)cc1 (stereo unspecified) | ?
Cc1cc(C)cc(-n2c(SCC(=O)NCc3ccco3)nc3c([nH]c4ccccc43)c2=O)c1 | -57.9%
COc1ccccc1CNC(=O)c1ccc2c(c1)nc(C)n2-c1cccc(C)c1 | 17.2%&-19.9%
O=C(OCC(c1ccccc1)c1ccccc1)c1cccnc1 | -3.0%
Cc1ccc(-c2nc(C(=O)N3CCN(c4ccc(C)cc4C)CC3)no2)cc1 | 6.9%
C=CCn1c(SCC(=O)Nc2ccc(N3CCOCC3)cc2)nnc1-c1ccco1 | -9.9%
O=C(CN1CCN(S(=O)(=O)N2CCCCCC2)CC1)Nc1ccc(F)cc1 | 17.1%
CCOc1ccc2c(n1)CCN(C(=O)CCC1CCCC1)C2 | -15.1%

A second format for 2 compounds above:
SMILES	KDM5B inhibitor
Cc1c(-c2ccc(Br)cc2)c(=O)oc2ccc(OC(=O)N3CCOCC3)cc12	?
O=C(Cn1nc2c(cc1=O)CCCCC2)NC1CCN(Cc2ccc(F)cc2)CC1	-6.8%

Next structures follow.
SMILES | KDM5B inhibitor
CNC(=O)C1CN(C(=O)c2nn(Cc3ccccc3)c(=O)c3ccccc23)c2ccccc2O1 (stereo unspecified) | 8.6%
CCc1ccccc1NC(=O)CSc1nc(-c2ccccc2)nc2cc(=O)[nH]n12 | -26.8%
O=C(Nc1cccc(Cl)c1)[C@@H]1C[C@H](c2ccc(F)cc2)N([S+](=O)([O-])C2CC2)C1 | -4.6%[86.2 µM]
CC1(COc2cccnc2)COc2ccc(C(=O)NCCc3ccccc3)cc2N1 (stereo unspecified) | 35.5µM*
Cc1ccc(-c2cc(C(=O)Nc3cc(F)ccc3F)c3ccccc3n2)o1 | ?
CCCNc1nc2ccccc2nc1C(=O)Nc1cc(OC)ccc1OC | 11.3%
COc1ccc(-c2csc(Nc3ncccc3C)n2)cc1OC | -17.4%
CCC(=O)N1CCc2c(C(=O)NCCOC)cccc21 | 8.4%
O=C(NC[C@H]1Cn2c(-c3ccc4c(c3)OCCO4)cnc2CO1)Nc1ccccc1 | -16.9%[86.2 µM]

In the list so far, these contain an aryl thioether with sulfur outside any ring.
SMILES | KDM5B inhibitor
COc1ccc2nc(SCC(=O)NC3CC3)c(C#N)cc2c1 | -18.7%
CC(Sc1nnc(COc2ccc(Cl)cc2)n1Cc1ccco1)C(=O)N1CCNC1=O (stereo unspecified) | ?
O=C(NC1CCCC1)c1ccc2c(=O)n(Cc3ccccc3)c(SCc3ccccc3F)nc2c1 | -21.9%
COc1ccc(NC(=O)CSc2nc3c(c(=O)n2C)SCC3)cc1OC | 7.3%
COc1ccccc1NC(=O)C1=C(C)Nc2nc(SCc3ccccc3Cl)nn2C1c1cccnc1 (stereo unspecified) | -16.2%
CC(C)CCNC(=O)CSc1nc2ccccc2nc1Cc1ccccc1 | -5.9%
O=C(Nc1cccc(Cl)c1)c1nnc(SCC(=O)N2CCN(c3ccc(F)cc3)CC2)s1 | 17.1%
O=C(CSc1ncnc2sc3c(c12)CCC3)Nc1ccc(Cl)cn1 | 1.8%
CCCc1nnc(NC(=O)CSc2nnc3c4ccccc4n(CC)c3n2)s1 | ?
Cc1cc(C)cc(-n2c(SCC(=O)NCc3ccco3)nc3c([nH]c4ccccc43)c2=O)c1 | -57.9%
C=CCn1c(SCC(=O)Nc2ccc(N3CCOCC3)cc2)nnc1-c1ccco1 | -9.9%
CCc1ccccc1NC(=O)CSc1nc(-c2ccccc2)nc2cc(=O)[nH]n12 | -26.8%

Some of the compounds tested (hit frequency here may not be typical).
